Screens: PubChem BioAssay, several laboratories
GPR55 activation: GPR55 agonists via beta-arrestin recruitment, primary screen, imaging, U2OS cells, beta-arrestin-GFP redistribution (AID 1961). U2OS GPR55 beta-arrestin-GFP redistribution imaging; higher % means a stronger effect. activation, % at 10 µM; hits with a dose series show EC50 in µM. hit rate 0.048% among 290,000;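 active = activation above 40% with more than 50 cells counted in the well; inconclusive = wells holding fewer than 50 cells, flagged as toxic or sparse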;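 note: U2OS osteosarcoma cells stably expressing GPR55 and beta-arrestin-GFP; plate controls were DMSO negative control for no effect and LPI positive control for full effect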
HEK293 NOD2/NF-kB: inhibition of NOD2-driven NF-kB reporter – cell-based, luminescence, uHTS, HEK293 (AID 1566); one-dose inhibition, % at 4 µM; EC50 in µM for titrated hits; hit rate 0.63% among 290,000; HEK293 NOD2/NF-kB luciferase reporter, luminescence; higher % means a stronger effect; note: many of its hits are not listed in these tables
NOD1 NF-kB reporter: NOD1 signaling inhibitors, primary screen, cell-based, luminescence, uHTS (AID 1578); inhibition, % at 4 µM; hits with a dose series show EC50 in µM; NOD1-driven NF-kB luciferase reporter cells, luminescence; higher % means a stronger effect; hit rate 1% among 290,000; in the data active = inhibition mostly above about 36%, no sharp cut-off; inactive = mostly below about 34%;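 note: HEK-293T reporter cells stimulated with the NOD1 agonist gamma-tri-DAP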
CSM14.1 death rescue: rescue of cells from ER stress-induced death, primary screen, 384-well, CSM14.1, thapsigargin, ATP luminescence (AID 1222). cellular ATP content (survival), % at 20 µM; hits with a dose series show EC50 in µM. 190,000 tested, under 10 active. CSM14.1 thapsigargin-induced death rescue, ATP luminescence; higher % means a stronger effect;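 active = EC50 below 50 µM in the dose-response confirmation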;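 note: death triggered by thapsigargin at about 15 µM added after 2 h compound pretreatment; cell ATP read after overnight thapsigargin exposure of roughly 18 to 22 hours; normalized against plate controls of thapsigargin alone and 5% DMSO vehicle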
KOR beta-arrestin-1: KOR agonists, beta-arrestin recruitment, primary screen, cell-based, luminescence, uHTS (AID 1777); one-dose activation, % at 10 µM; EC50 in µM for titrated hits; KOR beta-arrestin recruitment, luminescence; higher % means a stronger effect; hit rate 0.02% among 280,000; in the data active = activation above about 50%, passing the limit was not always enough; note: a part of the inactive calls stands beside numbers as strong as those of hits
Yfh1-off respiration: enhancers of respiration in Yfh1-depleted yeast, dose response, Friedreich's ataxia, plus single-dose screen (AID 1465) | fold induction at 50 µM, or EC50 in µM where a hit was titrated | hit rate 0.074% among 220,000 | S. cerevisiae Yfh1-off respiration, WST-1 reduction, 72 h; higher fold induction means a stronger effect;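 active = fold induction of absorbance versus untreated yeast above a set limit, then at least 30% activation at any dose in follow-up; inconclusive = repeats straddling the limit, or above it without dose testing; inactive = fold induction below the set limit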;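 note: activators that raise dye reduction in frataxin-depleted yeast; strong numbers were not always called active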
NTR1 ag: NTR1-driven beta-arrestin-GFP spot formation – imaging, U2OS cells, high content, primary screen (AID 493036); hit rate 0.17% among 330,000; activation, % at 20 µM; agonist mode;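 active = activation at or above 40% of the spot to cytoplasm intensity ratio, with at least 20 cells analyzed; inconclusive = wells under 20 cells, flagged as cytotoxic or low count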;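 note: 0% = DMSO without peptide and 100% = 100 nM NTR1 peptide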
Target sequence (P30989 whole entry, looked up): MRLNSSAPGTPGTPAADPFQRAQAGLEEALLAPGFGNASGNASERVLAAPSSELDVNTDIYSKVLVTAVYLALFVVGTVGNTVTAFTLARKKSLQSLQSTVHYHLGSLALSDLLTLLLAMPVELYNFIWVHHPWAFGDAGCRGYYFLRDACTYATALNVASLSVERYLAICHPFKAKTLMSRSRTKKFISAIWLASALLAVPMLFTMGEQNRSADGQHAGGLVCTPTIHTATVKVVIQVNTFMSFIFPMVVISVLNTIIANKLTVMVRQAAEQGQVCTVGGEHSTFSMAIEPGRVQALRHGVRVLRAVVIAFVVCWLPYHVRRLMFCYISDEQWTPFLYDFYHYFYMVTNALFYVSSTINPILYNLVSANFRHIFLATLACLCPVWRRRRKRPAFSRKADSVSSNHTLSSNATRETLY
KOR beta-arrestin-2: kappa opioid receptor blockers – cell-based, luminescence, uHTS (AID 1778) | KOR beta-arrestin recruitment, luminescence, antagonist mode; higher % means a stronger effect | inhibition, % at 10 µM; hits with a dose series show IC50 in µM | hit rate 0.091% among 290,000; note: strong numbers were not always called active
TNAP activation fold: human TNAP enzyme activators, primary screen, biochemical, luminescent, no phosphate acceptor, uHTS (AID 1001); hit rate 0.03% among 200,000; activation fold at 20 µM, or EC50 in µM where a hit was titrated; purified TNAP, luminescent activation assay, no phosphate acceptor; higher activation fold means a stronger effect; in the data active = activation fold from about 3, or a potency from the dose series; inactive = the rest, 99 in 100 with activation fold below about 1.6; note: many of its hits are not listed in these tables
NTR1 ag cell count 20 µM: also measured in NTR1 ag; calls as there; cell count; measured here: cell count, cytotoxicity flag
Starred values were filed as active, the others as inactive; i = inactive; ? = inconclusive; nt = not tested or not shown; [ ] = dose if it differs, or a comment. Cut-off read from the data, not from the text of the source, unless noted: active = inhibition above about 50%; inactive = the rest. The list is partial, so the mix of outcomes need not match the whole.

The line under a structure holds: GPR55 activation	HEK293 NOD2/NF-kB	NOD1 NF-kB reporter	CSM14.1 death rescue	KOR beta-arrestin-1	Yfh1-off respiration	NTR1 ag	NTR1 ag cell count 20 µM	KOR beta-arrestin-2	TNAP activation fold
(1) Cc1ccc(-c2nc(CN3CCCCC3c3cccc(F)c3)c(C)o2)o1 (configuration not stated)
  -0.1%	-7%	0%	1.8%	nt	i	1.6	62	10%[20 µM]	1
(2) CCc1nc2c(sc3nc(N4CCOCC4)c4c(c32)CC(C)(C)OC4)c(=O)o1
  -0.2%	18%	-12%	2.2%	-1.6%	nt	nt	nt	15%	1.1
(3) COC(=O)Cn1ncc2c3ccccc3n(C)c2c1=O
  -0.1%	1%	-16%	-0.7%	2.6%	i	2.0	38	8%	1.1
(4) O=C1CC(C(=O)Nc2ccc(F)cc2)n2cnnc2N1 (configuration not stated)
  -0.5%	11%	-20%	1.9%	0.5%	i	-1.2	53	-14%	1.2
(5) N/C(=N\c1nc2c(c(=O)[nH]1)CCCC2)Nc1ccc(Oc2ccccc2)cc1
  -0.3%	13%	-17%	-0.8%	-5.5%	i	0.6	51	12%	1.2
(6) NC(=O)c1c(NC(=O)c2ccco2)sc2c1CCC2
  0.2%	-73%	-52%	-1.1%	0.6%	i	-1.2	49	6%	1
(7) Cc1ccc(-c2csc(NC(=O)CCCc3cccs3)n2)cc1
  -0.3%	8%	7%	3.6%	-3.5%	i	0.4	44	-17%	1.1
(8) O=C(CSc1n[nH]c(-c2cccnc2)n1)Nc1ccc(Cl)cc1
  -0.1%	4%	-34%	nt	2.8%	nt	0.3	57	-15%	nt
(9) CC1CCCN(S(=O)(=O)c2ccc3[nH]c4c(c3c2)CCCC4)C1 (configuration not stated)
  0.0%	21%	25%	nt	5.8%	nt	9.4	58	-40%	nt
(10) C=CCC1C=C(C)CC(CC=C)N1 (configuration not stated)
  -0.3%	0%	-22%	nt	-2.5%	i	-1.6	58	9%	1.1
(11) Cc1ccnc(N2CCCC(C(=O)Nc3cc(F)ccc3C)C2)n1 (configuration not stated)
  -0.3%	15%	-29%	-0.7%	-0.9%	i	-0.2	91	14%	1
(12) C=CCN1C=CC=C/C1=C1\SC(=S)N(C)C1=O
  0.6%	-19%	-15%	-0.9%	0.2%	?	1.7	40	-6%	0.9
(13) COc1cccc(C2C(C#N)=C(N)Oc3cc(C)[nH]c(=O)c32)c1OC (configuration not stated)
  -0.1%	14%	6%	-2.2%	-3.4%	nt	-0.8	37	11%	1.1
(14) C/C(=N/NC(=O)c1ccco1)c1cccc(NC(=O)c2ccc(C)o2)c1
  0.0%	-10%	1%	-2.2%	3.5%	i	-0.5	89	-29%	1.1
(15) Cc1ccc2nc(NC(=O)C3CCN(S(=O)(=O)c4cnc[nH]4)CC3)sc2c1
  -0.2%	16%	-36%	-2.1%	1.9%	i	-0.6	43	15%	1
(16) Cc1cc(C(=O)Nc2ccc3c(c2)CCC3)c2ccccc2n1
  0.1%	6%	-11%	-1.5%	-1.7%	i	0.8	47	8%	1.1
(17) Cc1ccccc1OCc1nc2c3cnn(C)c3ncn2n1
  -0.2%	-66%	-37%	-2.5%	3.8%	i	1.9	65	-26%	0.5
(18) OCC1(Cc2cccc(Cl)c2)CCCN(Cc2cnn(-c3ccccc3)c2)C1 (configuration not stated)
  -0.2%	-29%	-29%	-1.0%	16%	i	2.1	54	-32%	1.1
(19) CCN1CCN(c2cc(C)c3cc(NC(=O)c4ccc(C)c(C)c4)ccc3n2)CC1
  -0.1%	22%	1%	nt	-2.5%	nt	2.2	81	-40%	nt
(20) COc1cc(C2Nc3cccc4cccc(c34)N2)ccc1OC(C)=O
  -1.0%	13%	40%	0.9%	-1.0%	i	1.3	75	4%	1
(21) Cc1c(Cl)cccc1NC(=O)C(=O)NNS(=O)(=O)c1ccc(F)cc1
  -0.1%	4%	-8%	nt	17%	nt	0.3	65	-35%	nt
(22) CC(O)CCC(=O)NNC1=CC(=O)CC(C)(C)C1 (configuration not stated)
  0.3%	14%	3%	-1.3%	nt	i	-1.0	84	-4%[20 µM]	1
(23) N#CCSc1nc(-c2ccccc2)nc2ccccc12
  0.4%	4%	-7%	nt	-1.6%	nt	2.1	62	3%	nt
(24) CSc1nnc(-c2ccccc2Cl)n1N
  -0.1%	9%	5%	-3.1%	1.2%	i	-0.2	58	-52%	1
(25) CC1(C)COCN1C(=O)c1ccc(Cl)c(Cl)c1
  0.9%	11%	-5%	-1.7%	-7.8%	i	-0.8	87	-18%	1.1
(26) O=C(CSc1nnc2c(n1)[nH]c1ccc(F)cc12)NCc1ccc(F)cc1
  0.5%	8%	10%	nt	-5.1%	nt	-1.2	48	21%	nt
(27) CN(c1ccc(C(=O)N2CCCCCC2)cc1)S(=O)(=O)c1ccc(Cl)cc1
  -0.1%	18%	-14%	nt	3.5%	nt	2.1	64	-5%	nt
(28) Cc1ccc(N(C(=O)c2csnn2)C(C(=O)NC(C)(C)C)c2ccncc2)cc1 (configuration not stated)
  -0.1%	18%	12%	2.3%	-1.8%	i	0.2	36	17%	1.1
(29) CSc1ccc(/C=N/NC(=O)CNc2cccc3ccccc23)cc1
  0.2%	-15%	-21%	-0.6%	-1.1%	i	3.5	91	0%	1.1
(30) COC(=O)c1cc(NS(=O)(=O)c2ccc3c(c2)c(=O)n(C)c(=O)n3C)cc(C(=O)OC)c1
  0.0%	6%	7%	nt	6.2%	nt	2.1	62	-38%	nt
(31) COc1ccc(S(=O)(=O)N(Cc2ccccc2)Cc2nc(-c3ccccc3)no2)cc1
  -0.1%	-16%	4%	nt	0.3%	i	0.7	67	-11%	1.1
(32) Cc1ccc(S(=O)(=O)N2CCOCC2)cc1C(=O)NCc1cn2ccsc2n1
  -0.3%	-4%	-16%	2.4%	0.8%	i	0.2	67	-14%	1.1
(33) Cc1ccccc1/C=N/NC(=O)CSc1nc2ccccc2o1
  0.2%	-70%	-79%	-0.6%	1.8%	i	4.7	57	11%	1
(34) CCc1nnc(NC(=O)CCC(=O)NCc2ccccc2OC)s1
  0.2%	-2%	14%	-0.9%	5.8%	i	-3.4	113	-32%	1.1
(35) CCOC(=O)CNC(=O)CN1C(=O)CCSc2ccccc21
  0.2%	15%	-4%	-2.8%	1.3%	i	0.0	88	14%	1.1
(36) COc1ccc2cc3cc(C(=O)Nc4ccccc4N4CCN(C)CC4)oc3nc2c1
  0.5%	6%	16%	-1.5%	3.7%	?	10	55	-9%	1
(37) COC(=O)/C(C#N)=C/c1c(Oc2cccc(C)c2)nc2ccccn2c1=O
  -0.1%	-4%	0%	nt	-3.0%	i	0.9	69	29%	nt
(38) Cc1sc(NC(=O)CSc2nnc(C(C)C)n2C)c(C#N)c1C
  0.3%	9%	-23%	-1.8%	-1.7%	i	-5.7	110	3%	1.1
(39) O=C(O)C1C2C=CC(O2)C1C(=O)Nc1ccc(S(=O)(=O)N2CCc3ccccc32)cc1 (configuration not stated)
  0.2%	8%	nt	-1.9%	-0.6%	i	3.6	52	28%	1.1
(40) COc1cc(NC(=O)c2ccc([N+](=O)[O-])cc2)c(OC)cc1NC(=O)CC(C)C
  -0.6%	0%	-7%	0.6%	-0.6%	i	-1.2	55	-13%	1.1

Complete entries from above. Screens in order: GPR55 activation, HEK293 NOD2/NF-kB, NOD1 NF-kB reporter, CSM14.1 death rescue, KOR beta-arrestin-1, Yfh1-off respiration, NTR1 ag, NTR1 ag cell count 20 µM, KOR beta-arrestin-2, TNAP activation fold
COC(=O)/C(C#N)=C/c1c(Oc2cccc(C)c2)nc2ccccn2c1=O is listed as -0.1%, -4%, 0%, nt, -3.0%, i, 0.9, 69, 29%, nt
CCOC(=O)CNC(=O)CN1C(=O)CCSc2ccccc21 is listed as 0.2%, 15%, -4%, -2.8%, 1.3%, i, 0.0, 88, 14%, 1.1

Other records follow.
The line under a structure holds: GPR55 activation	HEK293 NOD2/NF-kB	NOD1 NF-kB reporter	CSM14.1 death rescue	KOR beta-arrestin-1	Yfh1-off respiration	NTR1 ag	NTR1 ag cell count 20 µM	KOR beta-arrestin-2	TNAP activation fold
(41) Cc1ccc(-c2csc3ncnc(N4CCN(C)CC4)c23)cc1C
  0.6%	17%	44%	nt	-1.1%	nt	1.3	52	-30%[20 µM]	nt
(42) O=C(CSc1nnc(-c2ccco2)n1-c1ccccc1)N1CCN(C(=O)c2ccco2)CC1
  0.1%	8%	-25%	nt	-1.0%	i	-3.6	88	25%	1.1
(43) COC(=O)c1ccccc1NC(=O)CN1C(=O)c2ccccc2S1(=O)=O
  0.2%	0%	-9%	-2.4%	-3.0%	i	-0.5	57	-53%	1
(44) CCC(=O)N1CCc2cc(Br)cc(S(=O)(=O)CCC(=O)NCCc3ccccc3)c21
  -0.1%	-8%	21%	-0.8%	1.1%	i	-1.4	72	7%	1.1
(45) C[C@@]12C(=O)N(CC3CC3)CC(=O)N1[C@H](/C=C/c1ccccc1)[C@@H]1C(=O)N(c3ccccc3)C(=O)[C@@H]12
  -0.2%	-14%	-2%	nt	-3.0%	nt	-0.6	41	-64%[20 µM]	nt
(46) S=c1[nH]ncn1/N=C/c1ccccc1
  -0.2%	0%	-25%	-1.5%	2.1%	i	1.4	35	2%	1.1
(47) O=C(CSc1nc2ccccc2s1)CSc1nc2ccccc2s1
  0.0%	4%	-29%	3.6%	1.5%	i	1.2	43	-39%	1.1
(48) O=C(/C=C/C=C/c1ccccc1)c1ccco1
  1.7%	-15%	-6%	nt	-2.7%	i	9.4	83	22%	nt
(49) CCOc1ccc(NC(=S)N2CCN(C/C=C/c3ccccc3)CC2)cc1
  -0.3%	-15%	32%	-1.8%	-5.8%	i	2.6	54	22%	1
(50) CN(C)c1ccc(/C=C(/NC(=O)c2ccccc2)C(=O)N/N=C/c2ccc([N+](=O)[O-])c(O)c2)cc1
  -0.3%	9%	26%	-0.5%	-4.0%	i	0.9	91	2%	0.9
(51) CC(C)(C)c1ccc(-c2nc(NCc3cccnc3)c3ccccc3n2)cc1
  0.4%	-44%	-44%	-9.1%	2.8%	i	23	46	nt	1
(52) CC1CCc2sc(C(=O)OCC(=O)NCc3ccc(F)cc3)cc2C1 (configuration not stated)
  0.4%	-8%	-21%	-4.3%	3.7%	i	-1.6	64	-13%	1.1
(53) Cc1ccc(C2=NN(CC(=O)NCc3ccco3)C(=O)CC2)cc1
  -0.2%	11%	-29%	-2.3%	-2.0%	i	0.0	59	2%	1.1
(54) Cc1ccc(NC(=O)Nc2cnccn2)c(C)c1
  -0.1%	-5%	6%	nt	-0.6%	nt	-0.6	37	-38%	nt
